aSyn 5UTR inh = 5' untranslated region of α-synuclein, MLPCN primary screen. alpha-synuclein 5'UTR reporter, inhibitor activity. inhibition, % (tested at 7.5 µM). actives 0.82% (n = 300,000); in the data active = inhibition above about 60%;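 note: H4 neuroglioblastoma cells stably carrying SNCA 5'UTR luciferase fusion; 0% = DMSO wells and 100% = positive control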
IEC-6 cytotox = IEC-6 cytotoxicity, counter-screen for KLF5 inhibitors. actives 0.78% (n = 290,000). AID 1825. inhibition, % at 5 µM. luminescence viability; in the data active = inhibition above about 22%;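 note: 0% = plate median of test compound wells and 100% = cytotoxic reference compound wells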
HIF activator = HIF pathway transcriptional activation; actives 0.32% (n = 300,000); activation, % at 7.5 µM (by protocol); AID 1910; U2OS HRE-luciferase reporter, luminescence; normalized: DMSO 0%, desferrioxamine 100%;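 active = mean activation of at least 10% of the iron chelator positive control signal, with at least half of replicates also reaching 10%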
TRPC6 inh = mouse TRPC6 channel inhibition | HEK293-TRPC6, membrane potential dye, ACh-evoked depolarization; hits give low values | B-score at 10 µM | actives 1.1% (n = 310,000) | AID 2553;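 active = B-score under library mean minus 3 SD, initial fluorescence not abnormally high, positive integrated signal ratio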;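 note: B-score derived from integrated fluorescence ratio over the kinetic read; more negative B-score means stronger inhibition of depolarization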
SKKanGAS inh = blocks kanamycin growth of S. pyogenes SKKanGAS strain; BacTiter-Glo, 6 h; inhibition, % at 7.5 µM; actives 1.3% (n = 300,000); AID 1662;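 active = mean replicate score, as percent of positive control median, at least 50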;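 note: strain carries kanamycin resistance gene driven by streptokinase promoter and grows in 40 µg/ml kanamycin; loss of luminescence reflects streptokinase promoter inhibition or plain growth inhibition; 0% = median of DMSO wells and 100% = positive control at its reference dose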
KLF5 inh = kruppel-like factor 5 inhibition; DLD-1 KLF5 promoter-luciferase reporter, luminescence; inhibition, % at 5 µM; actives 0.23% (n = 290,000);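 active = inhibition above a per-plate limit of that plate's mean compound inhibition plus 3 SD, cut at about 60% in these data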;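 note: 0% = DMSO wells and 100% = LY294002 at 200 µM; higher means less KLF5 promoter-driven luciferase light; inactives centre near -14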
TRPC4 block = blocks the mouse TRPC4 cation channel | Q9QUQ5 | HEK293 TRPC4beta/mu-opioid, DAMGO-evoked Fluo4 calcium flux; hits give low values | B-score at 10 µM | actives 0.39% (n = 300,000) | AID 2247;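 active = B-score over 3 SD under the library average, no early fluorescence shift, positive overall ratio signal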
Target sequence (Q9QUQ5 whole entry, looked up): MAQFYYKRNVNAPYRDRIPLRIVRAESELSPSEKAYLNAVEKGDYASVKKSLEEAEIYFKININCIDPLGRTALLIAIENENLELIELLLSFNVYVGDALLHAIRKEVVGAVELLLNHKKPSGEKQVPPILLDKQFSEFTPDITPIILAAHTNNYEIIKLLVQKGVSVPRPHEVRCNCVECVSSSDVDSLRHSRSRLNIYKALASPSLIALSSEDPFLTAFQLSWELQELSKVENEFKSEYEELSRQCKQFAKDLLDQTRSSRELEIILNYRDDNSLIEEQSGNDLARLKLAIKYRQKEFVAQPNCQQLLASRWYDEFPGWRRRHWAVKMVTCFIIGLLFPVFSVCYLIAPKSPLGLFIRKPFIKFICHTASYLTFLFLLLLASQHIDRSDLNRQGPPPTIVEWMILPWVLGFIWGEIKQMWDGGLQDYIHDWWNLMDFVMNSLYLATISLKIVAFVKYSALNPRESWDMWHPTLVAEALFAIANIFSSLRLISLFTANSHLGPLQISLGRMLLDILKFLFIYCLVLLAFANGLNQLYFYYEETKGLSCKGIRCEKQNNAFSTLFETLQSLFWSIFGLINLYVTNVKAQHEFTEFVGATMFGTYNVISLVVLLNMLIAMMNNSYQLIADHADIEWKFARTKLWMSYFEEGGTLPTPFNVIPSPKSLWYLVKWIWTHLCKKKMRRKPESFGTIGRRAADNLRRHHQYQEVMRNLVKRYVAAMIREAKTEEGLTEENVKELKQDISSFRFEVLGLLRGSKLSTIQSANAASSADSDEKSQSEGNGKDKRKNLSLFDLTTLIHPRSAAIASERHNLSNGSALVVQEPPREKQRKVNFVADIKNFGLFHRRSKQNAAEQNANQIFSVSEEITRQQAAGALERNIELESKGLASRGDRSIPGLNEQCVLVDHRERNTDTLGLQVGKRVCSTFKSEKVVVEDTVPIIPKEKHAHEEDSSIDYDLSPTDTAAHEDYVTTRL
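Material: HEK293 cells with stable TRPC4beta plus mu-opioid receptor expression / Probe or stimulus: DAMGO in two steps, submaximal then maximal / Compound: single concentration per test compound / Technique: kinetic Fluo4 fluorescence imaging of calcium influx / Read-out: per-well B score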
TRPC4 PAM = allosteric potentiators of mouse TRPC4 channel | Q9QUQ5 | HEK293 TRPC4beta/mu-opioid, DAMGO EC20, Fluo-4 Ca2+ flux; hits give high values | B-score at 10 µM | actives 0.42% (n = 310,000) | AID 2227;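 active = B-score of calcium response area above 5 SD of library B-scores, with initial fluorescence ratio within 5 SD of library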;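 note: B-score of integrated fluorescence ratio over time as area under calcium response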
TRPC6 act = activators of mouse TRPC6 channel | HEK293-TRPC6 membrane potential dye fluorescence; hits give high values | B-score at 10 µM | actives 0.13% (n = 310,000) | AID 2550;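 active = B-score of the integrated fluorescence ratio above library mean plus 3 SD, and starting fluorescence ratio within library mean plus 5 SD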;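 note: higher score means more depolarization so channel activation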
MrgX1 antagonist = antagonists of human MrgX1 receptor; actives 1.3% (n = 310,000); Q96LB2; AID 588676; MRGX1-HEK293 calcium flux, Fluo-4, BAM8-22 antagonism; hits give low values; B-score at 10 µM;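 active = calcium-response B-score plate-corrected more than 3 library SD below zero, starting fluorescence within 5 deviations, no agonist response on first addition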;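 note: peak minus trough fluorescence over baseline after final BAM8-22 challenge near maximal dose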
TRPC4 agonist = opens the mouse TRPC4 cation channel | HEK293 TRPC4beta/mu-opioid, Fluo4 calcium fluorescence; hits give high values | B-score at 10 µM | actives 0.49% (n = 310,000);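 active = B-score above 5 SD of library B-scores, and initial fluorescence ratio not above library mean plus 5 SD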;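 note: positive B-score marks a calcium rise read as TRPC4 activation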
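Test system: HEK293 cells stably co-expressing mouse TRPC4beta and mu-opioid receptor | Schedule: Fluo4 dye loading 45 min at room temperature, 110 s recording | Measured by: Kinetic Fluo4 calcium fluorescence, 5 s baseline at 1 Hz | Evaluation: B score of integrated ratio | Controls: Buffer (low) and maximal DAMGO (high)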
Numbers without * were called inactive; i = inactive; / = not tested or not shown.

The opening 2 compounds (preview)
| molecule | TRPC4 agonist | TRPC6 act | aSyn 5UTR inh | SKKanGAS inh | MrgX1 antagonist | TRPC6 inh | TRPC4 PAM | KLF5 inh | IEC-6 cytotox | TRPC4 block | HIF activator |
| --- | --- | --- | --- | --- | --- | --- | --- | --- | --- | --- | --- |
| CCOC(=O)C(NC(=O)c1ccccc1)(OCC1(CC)COC1)C(F)(F)F (stereo not drawn) | i | i | -10 | 8 | i | i | i | -23 | -3 | i | -0.8 |
| COc1ccc(C(=O)O)nc1C | i | i | 3 | -2 | i | i | i | -7 | 3 | i | -15 |

The listing, previewed entries included:
| molecule | TRPC4 agonist | TRPC6 act | aSyn 5UTR inh | SKKanGAS inh | MrgX1 antagonist | TRPC6 inh | TRPC4 PAM | KLF5 inh | IEC-6 cytotox | TRPC4 block | HIF activator |
| --- | --- | --- | --- | --- | --- | --- | --- | --- | --- | --- | --- |
| CCOC(=O)C(NC(=O)c1ccccc1)(OCC1(CC)COC1)C(F)(F)F (stereo not drawn) | i | i | -10 | 8 | i | i | i | -23 | -3 | i | -0.8 |
| COc1ccc(C(=O)O)nc1C | i | i | 3 | -2 | i | i | i | -7 | 3 | i | -15 |
| COc1ccc(C(=O)/C=C\N2CCOCC2)cc1 | i | i | -4 | -4 | i | i | i | 7 | 5 | i | -0.1 |
| COc1ccccc1NS(=O)(=O)c1ccccc1C#N | i | i | 20 | 0 | i | i | i | -11 | 5 | i | -0.2 |
| CC(C)[C@H](NC(=O)NC1CCN(Cc2ccccc2)CC1)C(=O)O | i | i | -25 | -6 | i | i | i | -40 | 2 | i | -0.2 |
| O=C(NCCCNC(=O)c1ccc(-c2cc(Cl)ccc2Cl)o1)c1cnccn1 | i | i | 25 | -8 | i | i | i | -8 | 8 | i | -0.1 |
| Clc1ccc(Cl)c(Oc2ccc(Oc3nc(Cl)ccc3Cl)cc2)n1 | i | i | 18 | -7 | i | i | i | -53 | -7 | i | -0.2 |
| CC1CN(C(=O)C2CC(=O)N(c3ccc(Cl)cc3)C2)CC(C)O1 (stereo not drawn) | i | i | 0 | -6 | i | i | i | 12 | 2 | i | -0.5 |
| CCOC1=C/C(=C/c2c(N)n3nc(-c4ccccc4)sc3nc2=O)C=CC1=O | i | 13* | -27 | 15 | / | -5.3* | i | -47 | 0 | i | 0.1 |
| CCCCn1nc(C(=O)NC2=NCCS2)c2ccccc2c1=O | i | i | 2 | 3 | i | i | i | -31 | 2 | i | -0.4 |
| CCCCNC(=O)CCC(=O)Nc1ccc2nc(N3CCCCC3)cc(C)c2c1 | i | i | -141 | -9 | i | i | i | -42 | 10 | i | 1.7 |
| CCOC(=O)c1cc2c(ccn2C)n1CC(=O)N1C(C)CCCC1C (stereo not drawn) | i | i | -5 | -1 | i | i | i | -17 | -5 | i | 0.2 |
| Cc1cccc(NC(=O)Cn2cc(C(=O)C3CC3)c3ccccc32)c1 | i | i | -6 | 5 | i | i | i | -8 | 8 | i | -0.5 |
| O=c1oc2ccccc2c(NC2CCCCC2)c1NS(=O)(=O)c1ccc(F)c(Cl)c1 | i | i | 12 | 10 | i | i | i | -7 | 3 | i | -0.4 |
| Cc1[nH]c(C)c(S(=O)(=O)Nc2ccccc2)c1C(=O)N1CCCC1 | i | i | 11 | -1 | i | i | i | 0 | -4 | i | -0.2 |
| O=C1C2CC=C(Cl)CC2C(=O)N1CCc1ccccc1 (stereo not drawn) | i | i | -69 | -2 | i | i | i | -4 | 5 | i | -0.4 |
| O=C(COc1ccc(Cl)cc1)NC(=S)Nc1ccccc1N1CCOCC1 | i | i | 12 | 0 | -5.6* | i | i | -25 | 0 | i | -0.1 |
| Cc1onc(-c2ccccc2)c1C(=O)Nc1nnc(C(C)(C)C)s1 | i | i | -3 | 1 | i | i | i | -14 | -2 | i | -0.2 |
| CN(C)c1ccc(C(=O)NNC(=O)Nc2ccccc2)cc1 | i | i | -12 | 7 | i | i | i | -56 | -4 | i | 0.4 |
| CC(Cc1ccccc1)NC(=O)/C=C/c1ccc([N+](=O)[O-])cc1 (stereo not drawn) | i | i | -12 | -12 | i | i | i | -50 | -2 | i | -0.3 |
| CN(C)C(CNC(=O)C1CCN(S(=O)(=O)c2ccc(Cl)cc2)CC1)c1ccccc1 (stereo not drawn) | i | i | 6 | -2 | i | i | i | -24 | 2 | i | 1.8 |
| Cc1ccccc1CC1(CO)CCCN(C(=O)CCC(F)(F)F)C1 (stereo not drawn) | i | i | 12 | -1 | i | i | i | -24 | 2 | i | -0.3 |
| O=C(NCc1cccc(C(F)(F)F)c1)c1cc(-c2ccccc2)nn1CC1CC(c2cccnc2)=NO1 (stereo not drawn) | i | i | 18 | -4 | i | i | i | / | / | i | 0.6 |
| O=C1CC(c2ccccc2)n2nc(NC(=O)c3cccs3)nc2N1 (stereo not drawn) | i | i | 2 | 11 | i | i | i | -8 | 2 | i | -0.2 |
| OC(c1ccc(Cl)cc1)C(CN1CCOCC1)c1ccccc1 (stereo not drawn) | i | i | -8 | 17 | i | i | i | -30 | -6 | i | -14 |
| COc1ccccc1C1C(C#N)=C(N)Oc2c1oc(CO)cc2=O (stereo not drawn) | i | i | 21 | -4 | i | i | i | -26 | 2 | i | -0.2 |
| Cc1ccc(NC2CCCN(C(=O)c3ccc(F)cc3)C2)cc1C (stereo not drawn) | i | i | 7 | 1 | i | i | i | -22 | 3 | i | 0.1 |
| O=C(c1cccs1)N1CCN(c2nnc(-c3ccccc3)c3ccccc23)CC1 | i | i | 6 | 5 | i | i | i | 9 | -8 | i | 0.3 |
| COc1cccc(C(=O)Nc2ccc(NC(=O)C3CC3)cn2)c1 | i | i | -157 | 7 | i | i | i | -89 | 8 | i | -21 |
| O=C(O)COc1ccccc1/C=N/NC(=O)CSc1nc2ccccc2n1Cc1ccccc1Cl | i | i | -11 | 6 | i | i | i | -49 | -10 | i | / |
| COc1ccc(/C=C2\Cc3ccccc3C2=O)cc1OC | i | i | -39 | -8 | i | i | i | -7 | 7 | i | -28 |
| Cc1nnsc1S(=O)c1ccc(Br)cc1 (stereo not drawn) | i | i | -148 | -3 | i | i | i | -22 | -8 | i | -22 |
| O=C(COC(=O)[C@H](Cc1ccccc1)NC(=O)c1ccco1)NCc1ccccc1 | i | i | -22 | -2 | i | i | i | 9 | 0 | i | 0.0 |
| COc1cccc(-n2cnc3sc(C)cc3c2=O)c1 | i | i | -28 | -5 | i | i | i | 0 | -3 | i | 0.5 |
| CNC(=O)c1[nH]cnc1C(=O)NCC(=O)OC(C)(C)C | i | i | -21 | -4 | i | i | i | -7 | 2 | i | -1.6 |
| CC(C)n1c(CNC(=O)c2ccccc2)nc2ccccc21 | i | i | -7 | 1 | i | i | i | -17 | 2 | i | 0.5 |
| Cc1ccc(C2N(c3cccc(Cl)c3)C(=O)C3CCCN32)o1 (stereo not drawn) | i | i | 12 | -5 | i | i | 33* | 11 | -6 | i | -0.2 |
| C[C@H](NC(=O)c1nc[nH]c1C(=O)N[C@@H](CCCCNC(=O)OC(C)(C)C)C(=O)OC(C)(C)C)C(=O)OCc1ccccc1 | i | i | -4 | 12 | i | i | i | -29 | -3 | i | 2.1 |
| O=C(COC(=O)[C@@H]1CCCN1S(=O)(=O)c1ccc(Cl)cc1)NC1CC1 | i | i | 2 | -2 | i | i | i | -13 | -3 | i | -0.3 |
| O=C(CCn1c(=O)sc2ccccc21)Nc1nccs1 | i | i | -51 | -3 | i | i | i | -65 | 3 | i | 2.7 |
| COc1ccc(CN2CCCCC2C(=O)Nc2ccc(OC)c(OC)c2)cc1OC (stereo not drawn) | i | i | 28 | -3 | i | i | i | -56 | -1 | i | 0.0 |
| CC1(C)C2CCC1(C)C(OC(=O)C[n+]1ccccc1N)C2 (stereo not drawn) | i | i | 11 | -2 | i | i | i | 12 | -6 | i | 0.0 |
| O=C(NCc1ccccc1F)C1CCCN1C(=O)Nc1ccccc1 (stereo not drawn) | i | i | -1 | 6 | i | i | i | -18 | 3 | i | -1.4 |
| O=C(O)CC1(O)C(=O)N(Cc2ccccc2)c2ccccc21 (stereo not drawn) | i | i | 8 | -2 | i | i | i | -17 | 1 | i | -0.4 |
| Cc1nc(C)c(-c2ccc(SCc3ccc([N+](=O)[O-])cc3)nn2)s1 | i | i | -10 | -2 | i | i | i | -5 | 1 | i | 0.2 |
| CCc1nnc(NC(=O)CCC(=O)NCc2ccc(C)cc2)s1 | i | i | -15 | 13 | i | i | i | -8 | 1 | i | -0.2 |
| COc1ccc(-c2noc(C(C)NC(=O)c3ccco3)n2)cc1OC (stereo not drawn) | i | i | 21 | 0 | i | i | i | 9 | 0 | i | -0.2 |
| O=C(CCS(=O)(=O)c1ccc(Br)cc1)NCCc1ccccc1 | i | i | -6 | -4 | i | i | i | -22 | -4 | i | 0.1 |
| CCOc1ccc(C(C)C)cc1S(=O)(=O)Nc1ccc(Cl)cn1 | i | i | / | -1 | i | i | i | -30 | -6 | i | / |
| Cc1cc(C(=O)OCC(=O)NC(C)C)c2ccccc2n1 | i | i | 24 | -1 | i | i | i | -13 | 1 | i | -0.1 |

(further entries)
| molecule | TRPC4 agonist | TRPC6 act | aSyn 5UTR inh | SKKanGAS inh | MrgX1 antagonist | TRPC6 inh | TRPC4 PAM | KLF5 inh | IEC-6 cytotox | TRPC4 block | HIF activator |
| --- | --- | --- | --- | --- | --- | --- | --- | --- | --- | --- | --- |
| CCn1nnnc1NCc1ccc(SC)cc1 | i | i | -3 | -1 | i | i | i | -36 | -1 | i | 0.4 |
| COc1nccnc1NS(=O)(=O)c1ccc(NC(=S)NC(=O)c2cccnc2)cc1 | i | i | -7 | 6 | i | i | i | -8 | 4 | i | -0.3 |
| COc1cccc(/C=N/N=C(\N)c2nonc2N)c1O | i | i | -105 | 9 | i | i | i | -72 | -2 | i | 2.3 |
| CC(C)C(=O)Nc1ccc(NC(=O)c2ccccn2)cn1 | i | i | 27 | -4 | i | i | i | -8 | -1 | i | -2.7 |
| CCc1c(C)nc2cc(-c3ccc(OC)c(OC)c3)nn2c1N1CCC(C)CC1 | i | i | -5 | 57* | i | i | i | 13 | -9 | i | 0.0 |
| Cc1cc(C)n(-c2nc3c(c(=O)[nH]c(=O)n3C)n2C)n1 | i | i | 1 | 5 | i | i | i | -3 | 3 | i | 0.1 |
| CC(=O)Oc1oc(-c2ccccc2)nc1C=Nc1ccc(N(C)C)cc1 | i | i | -29 | 0 | i | i | i | -22 | 0 | i | 0.7 |
| COc1cc(/C=N/NC(=O)c2ccc(C)nc2)cc([N+](=O)[O-])c1O | i | i | 21 | -12 | i | i | i | 12 | 7 | i | 0.0 |
| Cc1ccc(CN2CCNC(=O)C2CC(=O)N(Cc2c(C)nn(C)c2C)C2CC2)o1 (stereo not drawn) | i | i | -6 | -1 | i | i | i | -8 | 5 | i | -0.2 |
